# Compound activity as filed in PubChem.
# NCI-60 one-dose screen, 48 h, at 10 µM unless noted. Numbers give growth in % (100 = growth as untreated, 0 = no growth, -100 = all killed).
# SK-MEL-28: SK-MEL-28 melanoma | 81,000 tested, 4.1% active
# SK-MEL-2: SK-MEL-2 melanoma. AID 1794763. 77,000 tested, 4.7% active
# UACC-62: UACC-62 melanoma | 81,000 tested, 5.4% active
# LOX IMVI: LOX IMVI melanoma; 79,000 tested, 7.4% active; AID 1794757
# MALME-3M: MALME-3M melanoma; 78,000 tested, 5.8% active
# UACC-257: UACC-257 melanoma; 78,000 tested, 4.4% active
# HS 578T: HS 578T breast cancer. 78,000 tested, 4.1% active. AID 1794788
# SK-MEL-5: SK-MEL-5 melanoma; 80,000 tested, 6.4% active; AID 1794755
# The depositor's hits bear a star; . = no result given; & = joins results of further samples. How the source made its calls: active means growth percent below 10; inactive means the rest. This is a random part of the collection; any-hit rate near 11%.
SMILES,SK-MEL-28,SK-MEL-2,UACC-62,LOX IMVI,MALME-3M,UACC-257,HS 578T,SK-MEL-5
COc1ccc(-c2cc(C(=O)Oc3ccc(C=O)cc3OC)nn2-c2ccc(S(C)(=O)=O)cc2)cc1,117,110,88,90,105,115,112,98
C[N+]1(C2CCC3CCCC2C3=O)CCCC1 (configuration not stated),113,117,104,103,115,87,143,113
CC(=O)NNC(=O)c1sc(NC(C)=O)nc1C,96,35,92,94,168,105,75,103
CCN1CCN(c2nc(C)cc(N(CCCNc3ccnc4cc(Cl)ccc34)Cc3ccccn3)n2)CC1,91,104,84,.,77,81,101,41
C=C(c1ccc(Cl)cc1)c1ccccc1Cl,103,116,96,99,109,107,109,108
O=C(/C=C/c1ccc(O)cc1)Oc1ccc(/C=C/c2cc(OC(=O)/C=C/c3ccc(O)cc3)cc(OC(=O)/C=C/c3ccc(O)cc3)c2)cc1,109,108,98,98,95,102,88,104
Cc1ccc(C2CC(c3ccc(S(=O)(=O)NCCNc4nc(Nc5ccc(F)cc5)nc(N(C)C)n4)cc3)=Nc3c(N)nc(N)nc3N2)cc1 (configuration not stated),60,77,64,6.8*,54,75,65,29
Cc1nc2sc3c(c2c(C)c1Br)NC(c1ccccc1C(F)(F)F)NC3=O (configuration not stated),118,93,99,95,119,.,95,98
CCOc1cc(/C=C2\COc3ccc(-c4ccccc4)cc3C2=O)ccc1O,103,100,87,100,94,101,82,112
COc1cccc(C(=O)Nc2ccc(CN3CCc4nc5cc(OC)c(OC)cc5cc43)cc2)c1,73,.,67,31,52,36,61,50
CCc1cccc2c1S/C(=C/c1ccc(F)cc1)C2=O,109,108,86,95,95,105,91,100
CC(=O)OC[C@H]1OC(Sc2sc(C(=O)c3ccc(Br)cc3)c(N)c2-c2nc3ccccc3s2)[C@@H](OC(C)=O)[C@@H]1OC(C)=O (some centres not stated),108,110,98,95,102,108,88,98
O=C1c2cccc3c(-c4ccc(F)cc4)ccc(c23)C(=O)N1c1nc2ccccc2s1,95,102,91,94,77,106,87,96
O=C(/C=C/c1ccc([N+](=O)[O-])cc1)c1ccccc1,103,91,95,61,107,89,93,95
COc1cc([N+](=O)[O-])ccc1N=Cc1ccc(C=Nc2ccc([N+](=O)[O-])cc2OC)cc1,106,.,80,93,104,87,102,96
CC(C)Cc1cc(CNC(=O)C2[C@H]3CN(C(=O)c4ccccc4)C[C@@H]23)nn1-c1ccccc1 (some centres not stated),94,84,88,92,87,73,98,99
O=C(/C=C/C=C/c1ccccc1)N1c2ccccc2CC1c1c[nH]c2ccccc12 (configuration not stated),86,67,60,77,88,81,81,88
CCCCCCCCCC1OCC(CC)C(CCC)O1 (configuration not stated),121,.,105,105,108,96,108,111
COC(=O)c1ccc2[nH]c(O)c(C(=Nc3ccc(N(C)C(=O)CN4CCN(C)CC4)cc3)c3ccc([N+](=O)[O-])cc3)c2c1,65,43,53,46,-1.3*,85,28,49
O=C1N/C(=N/N=C(c2ccccc2)c2ccccc2)S/C1=C\c1ccc(Br)cc1,112,97,80,98,98,84,95,97

# In the list so far, 8 have a halogen.
SMILES,SK-MEL-28,SK-MEL-2,UACC-62,LOX IMVI,MALME-3M,UACC-257,HS 578T,SK-MEL-5
CCN1CCN(c2nc(C)cc(N(CCCNc3ccnc4cc(Cl)ccc34)Cc3ccccn3)n2)CC1,91,104,84,.,77,81,101,41
C=C(c1ccc(Cl)cc1)c1ccccc1Cl,103,116,96,99,109,107,109,108
Cc1ccc(C2CC(c3ccc(S(=O)(=O)NCCNc4nc(Nc5ccc(F)cc5)nc(N(C)C)n4)cc3)=Nc3c(N)nc(N)nc3N2)cc1 (configuration not stated),60,77,64,6.8*,54,75,65,29
Cc1nc2sc3c(c2c(C)c1Br)NC(c1ccccc1C(F)(F)F)NC3=O (configuration not stated),118,93,99,95,119,.,95,98
CCc1cccc2c1S/C(=C/c1ccc(F)cc1)C2=O,109,108,86,95,95,105,91,100
CC(=O)OC[C@H]1OC(Sc2sc(C(=O)c3ccc(Br)cc3)c(N)c2-c2nc3ccccc3s2)[C@@H](OC(C)=O)[C@@H]1OC(C)=O (some centres not stated),108,110,98,95,102,108,88,98
O=C1c2cccc3c(-c4ccc(F)cc4)ccc(c23)C(=O)N1c1nc2ccccc2s1,95,102,91,94,77,106,87,96
O=C1N/C(=N/N=C(c2ccccc2)c2ccccc2)S/C1=C\c1ccc(Br)cc1,112,97,80,98,98,84,95,97

# Other compounds:
SMILES,SK-MEL-28,SK-MEL-2,UACC-62,LOX IMVI,MALME-3M,UACC-257,HS 578T,SK-MEL-5
CCCCOc1nc2ccc(C)cc2cc1/C=C/C(=O)/C=C/c1ccc(Cl)cc1,104,88,84,86,105,72,105,102
CC(=O)NC(CO)C(=O)c1ccc([N+](=O)[O-])cc1 (configuration not stated),112,101,98,91,105,110,115,112
NC(N)=N/N=C/c1cc([N+](=O)[O-])ccc1OCC(=O)O,105,121,101,100,109,106,128,106
COc1ccc(/C=c2\c(=O)n(-c3ccccc3)c3nn4c(n23)=NNC(N=Nc2ccc(Cl)cc2)=C4C)cc1,116,105,96,95,103,115,105,98
COc1cc(NC(=O)CCSc2nc3ccccc3c(=O)n2Cc2ccccc2)cc(OC)c1OC,102,84,65,82,82,89,77,87
CCCn1c(=O)c2[nH]c(-c3ccc(OCc4nc5cc(F)c(F)cc5[nH]4)cc3)nc2n(CCC)c1=O,76,95,49,51,43,84,14,63
CC1(C)O[C@@H]2[C@@H](CO[C@@]3(COS(N)(=O)=O)OC(C)(C)O[C@@H]23)O1,116,98,102,94,107,104,.,99
CN(C)CCN(CC(=O)O)CC(=O)O,106,.,100,100,102,114,108,101
COc1cc(OC)c(C2SCC(=O)N2Nc2ncnc3ccccc23)cc1OC (configuration not stated),104,123,98,117,96,108,112,102
O=C(Nc1ccc(Oc2ccc(NC(=O)Nc3ccccc3Cl)cc2)cc1)Nc1ccccc1Cl,-18*,.,46,48,67,61,35,62
Cc1cc(N=O)cc(C(C)(C)C)c1O,106,85,.,98,88,75,91,98
NC(=O)SCC(=O)Nc1ccc2ccccc2c1,126,91,100,79,144,101,114,111
Nc1ccc(-c2nnc3n2N=CC(c2ccc(Cl)cc2)S3)cc1 (configuration not stated),109,96,93,98,126,110,91,89
O=C(CSc1nc2ccccc2[nH]1)Nc1ccc(-c2nc3ccccc3s2)c(Cl)c1,0.3*,51,49,.,2.3*,16,65,23
O=C1c2ccccc2C(=O)c2c1ccc1[nH]c(-c3cccs3)nc21,127,107,85,79,82,88,99,85
CC1(c2ccccc2N)N=C(N)Nc2nc3ccccc3n21 (configuration not stated),100,98,95,105,104,100,116,97
COc1nc2c(cc1S(=O)(=O)c1ccccc1)CCc1c-2cnn1C,111,88,85,99,96,101,99,93
Cc1ccc(S(=O)(=O)N(C)C2c3ccccc3Oc3ccccc32)cc1C,96,87,71,91,94,85,90,81
COc1c(C)cnc(CSc2nc(-c3ccc(C)cc3)cn2-c2ccc(Cl)cc2)c1C,97,83,82,96,93,91,105,105
C(=N\N1CCCCCC1)/c1ccc(OCc2ccccc2)cc1,106,103,93,121,111,102,114,79
Cc1cc(O)c(/C=N/C(=S)Nc2cc(Cl)ccc2Cl)c(=O)o1,97,107,94,92,.,100,108,99
NNC(=O)c1ccccc1N,117,168,.,105,110,94,117,107
CCOC(=O)C(C(=O)Nc1ccc2c(c1)OC(OCc1ccc(C(=N)N)cc1)C(=O)N2C)c1ccccc1 (configuration not stated),104,102,101,91,96,100,86,100
Cc1nc(SCC(=O)Nc2nccs2)n(Nc2ccccc2)c1C,100,107,94,99,122,95,115,95
Cc1nc2ccccc2c(/C=C/c2ccccc2)c1C(N)=O,115,103,95,95,110,115,103,98
O=C1c2cc3c(cc2CCC1c1ccc2c(c1)OCO2)OCO3 (configuration not stated),100,98,78,94,105,106,94,95
CCOC(=O)/C=C/c1nc(C(=O)OCC)c(C)c(=O)[nH]1,121,112,100,101,117,105,137,98
CC1(C)N=C(N)N=C(N)N1c1ccc(OCC(=O)N2CCOCC2)c(Cl)c1,78,64,39,19,123,69,87,37
CC1(C)CC(C)(c2ccccc2)c2ccccc21 (configuration not stated),117&114,71&128,102&100,103&110,133&96,56&95,122,109&113
COc1ccc(/C(C#N)=C/c2nc3c(N4CCOCC4)nc(Cl)nc3n2C)cc1OC,15,43,-5.3*,-71*,33,16,13,-51*
COc1ccc(CNC(=O)c2cc3c(=O)n4ccccc4nc3n(CCc3ccccc3)c2=N)cc1,104,119,94,104,.,102,102,106
O=C1CC[C@H](c2ccc(O)c3c2C(=O)[C@@H]2O[C@@H]2C3=O)c2cccc(O)c21,-7.7*,69,39,-63*,86,38,98,93
CSC(N)=Nc1ccc(Cl)cc1,101,109,88,83,97,98,90,93
Cc1nc2ccccc2c(/C=C/c2ccc(F)cc2)c1C(N)=O,117,105,96,96,105,100,106,96
Cc1ccc(-c2nc3ccc(Cl)cc3c3nncn23)cc1,95,92,77,74,87,89,61,77
CC1(C)NC(=O)NC1=O,108,84,114,.,105,97,.,121
Nc1cc2c(cc1S(=O)(=O)O)C(=O)c1ccccc1C2=O,104,107,104,99,100,108,114,103
Cc1cc(O[C@@H]2O[C@@H](C)[C@H](O)[C@@H](O)[C@H]2O)c2c3c(c(O[C@@H]4O[C@@H](C)[C@H](O)[C@@H](O)[C@H]4O)cc2c1)C(=O)c1c(O)cccc1C3=O,91,90,66,74,107,87,-13*,68
N#Cc1c2c(nn(-c3cccc(Cl)c3)c1=O)C(O)=C([N+](=O)[O-])C(c1ccccc1Cl)C2 (configuration not stated),98,88,68,76,84,92,96,93
CCOC(=O)C1=c2[nH]c(O)c(C(=O)OCC)c2=NC1=O,113,106,94,97,115,88,94,101
O=C(O)c1ccc2nc(-c3cc4ccccc4[nH]c3=O)[nH]c2c1,116,90,94,98,110,118,96,103
Nc1c(N=Nc2ccc(-c3ccc(N=Nc4cc(S(=O)(=O)O)c5ccccc5c4O)cc3)cc2)cc(S(=O)(=O)O)c2ccccc12,120,.,113,101,109,110,113,103
NCCC(=O)c1ccc(Cl)cc1,109,101,112,106,109,101,109,100
C=CCSc1nnc(-c2ccc3nc(-c4cc(OC)c(OC)c(OC)c4)[nH]c3c2)o1,117,110,116,101,107,115,98,97
COc1ccc(CC(C)=C(c2ccc(OCCN3CCCCC3)cc2)c2ccc(OCCN3CCCCC3)cc2)cc1,102,111,100,63,101,101,100,95
COc1cc(-c2cc(-c3nc4cc(Cl)c(Cl)cc4[nH]3)[nH]n2)cc(OC)c1OC,48,87,24,.,46,88,.,20
CC(C)c1[nH]nc2c(NCc3ccc(-c4ccccn4)cc3)nc(SCCN(C)C)nc12,5.2*,-66*,-37*,-7.6*,-52*,-4.4*,21,1.4*
Fc1ccc(C2Nc3ccccc3-n3cccc32)cc1 (configuration not stated),111,118,89,94,117,87,97,101
Cc1ccc(O)c(C(=O)c2cccc(Cl)c2)c1,120,111,94,102,99,115,.,104
O=C(O)CCC(=O)/C=C/c1ccc(O)c(O)c1,111,112,102,108,105,127,112,108
CN(C)CCCNS(=O)(=O)c1ccc(Cl)c([N+](=O)[O-])c1,106,101,93,57,97,81,106,105
Cc1ccc([N+](=O)[O-])cc1NC(=O)Nc1ccc(S(N)(=O)=O)cc1,107,162,92,115,104,90,79,99
NC1=NN(c2ccccc2)C2=NC(=O)NC(c3ccc(Cl)cc3Cl)C12 (configuration not stated),103,98,81,.,97,100,96,101
O=[N+]([O-])c1ccc(N2c3nc4ccccc4cc3Sc3cc4ccccc4nc32)cc1,110,64,77,85,88,96,85,88
Cc1cc(C(=O)CC(=O)C(F)(F)C(F)(F)C(F)(F)F)c(C)o1,107,112,97,86,106,116,100,111
CC(O)CCC1C(C)CCC1(C)C(C)C (configuration not stated),113,129,100,92,116,101,91,117
C[N+](C)(C)CC(=O)N/N=C/c1cccc([N+](=O)[O-])c1,120,153,114,105,131,112,106,110
CNc1nc2c(c(=O)n(C)c(=O)n2C)n1C,117,.,105,105,104,93,112,103
Cc1cc(C)cc(NC(=O)Nc2ccc3oc(=O)ccc3c2)c1,113,111,96,104,104,105,106,101
NNc1nc2c(cnn2-c2ccccc2)c2nc(N)nn12,109,102,87,98,101,103,94,98
# More compounds follow.
SMILES,SK-MEL-28,SK-MEL-2,UACC-62,LOX IMVI,MALME-3M,UACC-257,HS 578T,SK-MEL-5
[2H]c1nc(=Nc2cc(NC(=O)C=C)c(N(C)CCN(C)C)cc2OC)[nH]c(-c2cn(C([2H])([2H])[2H])c3ccccc23)c1[2H],38,56,-11*,39,8.3*,-2.0*,64,64
CCN1C(=O)c2ccc3c4c(ccc(c24)C1=O)C(=O)N(CCCNCc1ccccc1OC)C3=O,3.3*,.,-88*,.,-88*,-89*,-31*,.
CCN(CC)CCNCc1ccc(Cl)cc1,99,95,103,98,108,.,101,103
C=CC1(C)C(=O)C2C3C4OC(=O)NC41c1cccc4c1C2(C(=O)N4C)C3(C)C (configuration not stated),109,99,100,99,112,109,102,102
CC(=O)N1Cc2ccccc2C(C)Cc2cc(F)ccc21 (configuration not stated),117,110,107,98,110,.,103,101
Cc1cc2c(cc1C)C(=O)OC2=O,118,102,94,100,105,.,105,103
COc1ccc(-c2n[nH]c(=O)c3nc(NC(=S)Nc4ccc(Cl)cc4)sc23)cc1,104,104,86,88,100,102,101,98
CCCNC(=O)Nc1ccc2cc3ccc(NC(=O)NCCC)cc3nc2c1,82,85,91,72,79,88,48,82
COc1ccc(-c2nnc(-c3cc(Cl)cc(Cl)c3Cl)o2)cc1,107,101,78,91,99,97,97,95
